Source: PubChem (Sanford-Burnham Center for Chemical Genomics)
MKP-3 inhibition – MKP-3 phosphatase inhibitors, primary screen, biochemical, rat enzyme, in vitro (AID 425); 110,000 tested, 0.17% active; inhibition, % at 20 µM; hits with a dose series show IC50 in µM; recombinant MKP-3 phosphatase activity, fluorescence; higher % means a stronger effect; in the data active means inhibition above about 50%;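 further: plate controls were vehicle for no effect and reference inhibitor for full effect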
Hsp70 inhibitors – Hsp70 inhibitors, probe displacement, primary screen, biochemical, fluorescence polarization (AID 583); Hsp70 fluorescence polarization probe displacement, mP; higher % means a stronger effect; one-dose displacement, % at 20 µM; IC50 in µM for titrated hits; 140,000 tested, 0.06% active; in the data active means displacement above about 50%;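 further: plate controls were vehicle for no effect and reference ligand for full effect; a part of the inactive calls stands beside numbers as strong as those of hits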
An asterisk follows results filed as active; · = not tested or not shown; & = joins results of further samples. These rows are one share of the data (hit frequency here may not be typical).

SMILES	MKP-3 inhibition	Hsp70 inhibitors
CCC(NS(=O)(=O)c1ccc(OC)cc1)C(=O)O (centres undefined)	-11%	2.4%
CCOc1ccc2nc(SCC(=O)N(C)C3CCS(=O)(=O)C3)[nH]c2c1 (centres undefined)	-1%	3.6%
COC(=O)C1ON2OC(C(=O)OC)C(C(=O)OC)C2C1CC(C)=O (centres undefined)	-7%	4.1%
COC(=O)c1cc(NC(=O)Cc2ccc(Br)cc2)cc(C(=O)OC)c1	5%	2.3%
C=C(C)C1Cc2c(C)nn(-c3ccccc3)c2C1 (centres undefined)	-2%	-3.5%
CCOC(=O)c1cnn(-c2nc3sc4c(c3c(=O)[nH]2)CCCC4)c1N	-5%	3.8%
CCCOc1ccccc1N/C(=N/S(=O)(=O)c1ccc(C)cc1)Nc1nc(C)cc(C)n1	1%	1.1%
CCN(CC(=O)NC1CCCCCC1)S(=O)(=O)c1ccccc1	-7%	0.1%
Cc1c(NC(=O)C23CC4CC(CC(C4)C2)C3)c(=O)n(-c2ccccc2)n1C	0%	-0.2%
Cc1nn(Cc2ccccc2)c(=O)n(Cc2ccccc2)c1=O	5%	6.3%
O=C(Nc1cc(C(F)(F)F)ccc1Cl)C1COc2ccccc2O1 (centres undefined)	4%	2.8%
CCCC(=O)Nc1ccc(C(=O)NCC(=O)OCC)cc1	3%	·
CCOc1cc2c(C(=O)OC)c(C)oc2cc1Br	2%	4.8%
CCOC(=O)COc1ccc2c(c1)C(=O)CC1(CCCCC1)O2	·	-2.4%
Cc1ccc(-c2nnn(CC(=O)N(CC(=O)NC3CCCCC3)c3ccc(F)c(Cl)c3)n2)o1	·	-0.3%
Cc1c(NS(=O)(=O)c2ccc3[nH]c(=O)[nH]c3c2)c(=O)n(-c2ccccc2)n1C	-12%	6.7%
O=[N+]([O-])c1ccc(CSc2cccc3cccnc23)cc1	1%	2.4%
CN(C)CCC(c1ccc(Br)cc1)c1ccccn1 (centres undefined)	-8%	1.9%
COc1ccc(Cl)cc1C(=O)NCc1cnn(C)c1C	·	2.6%
COc1ccc(S(=O)(=O)N2CCSC2c2ccccc2)cc1 (centres undefined)	-1%	-1.5%
CCC(Sc1ccc2nnc(-c3ccc(OC)c(OC)c3)n2n1)C(=O)O (centres undefined)	-1%	-0.8%
CCC(c1c(C)[nH]oc1=O)c1c(C)[nH]oc1=O	-12%	-2.5%
CCOc1cc(C(=O)Nc2cc(=O)n(C)c(=O)n2C)cc(OCC)c1OCC	-11%	-0.2%
CN1/C(=C/C2CC(=O)NC2=O)C(C)(C)c2ccccc21 (centres undefined)	·	-3.1%
COCCNC(=O)C(OC(=O)CC1Sc2ccccc2NC1=O)c1ccccc1 (centres undefined)	·	0.3%

Some of the entries above in another layout.
> CCCC(=O)Nc1ccc(C(=O)NCC(=O)OCC)cc1
  MKP-3 inhibition: 3%
  Hsp70 inhibitors: ·
> COC(=O)c1cc(NC(=O)Cc2ccc(Br)cc2)cc(C(=O)OC)c1
  MKP-3 inhibition: 5%
  Hsp70 inhibitors: 2.3%
> COc1ccc(S(=O)(=O)N2CCSC2c2ccccc2)cc1 (centres undefined)
  MKP-3 inhibition: -1%
  Hsp70 inhibitors: -1.5%
> COCCNC(=O)C(OC(=O)CC1Sc2ccccc2NC1=O)c1ccccc1 (centres undefined)
  MKP-3 inhibition: ·
  Hsp70 inhibitors: 0.3%

Next records follow.
SMILES	MKP-3 inhibition	Hsp70 inhibitors
CCC1Oc2ccccc2N(CC(=O)NCCCN2CCN(Cc3ccccc3)CC2)C1=O (centres undefined)	-2%	1.1%
CCOc1ccc(Br)cc1S(=O)(=O)Nc1ccccc1N1CCOCC1	-9%	1.0%
Cc1ccc(NC(=O)COc2ccc(-n3ccnc3)cc2)cc1Cl	·	-8.9%
CCN(CC)CCn1c(=S)[nH]c2cc(Cl)ccc2c1=O	7%	1.5%
O=CN1CCN(C(=O)c2ccc(F)cc2)CC1	-1%	0.4%
CCOC(=O)c1c(C)[nH]c(C)c1C(=O)COC(=O)CCOc1ccccc1OC	-1%	-3.3%
Cc1nn(C(C)CC(=O)O)c(C)c1C (centres undefined)	·	1.6%
COc1ccc(OC)c2[nH]c(=O)c(CCNC(C)=O)cc12	2%	4.1%
CCCC1C(C#N)=C(N)Oc2n[nH]c(C(C)(C)C)c21 (centres undefined)	-11%	-0.3%
CCc1nnc(NC(=O)c2c(O)c3cccc4c3n(c2=O)CC4)s1	3%	-17%
Cc1cc(=O)[nH]c(-n2nc(C)c(Oc3ccccc3O)c2C)n1	-4%&1%	-1.6%&4.2%
CCC(=S)/C=C1\Sc2ccc(OC)cc2N1CCCS(=O)(=O)O	1%	-2.4%
CC(C)OC(=O)c1c(NC(=O)C2CC=CCC2C(=O)O)sc2c1CCCC2 (centres undefined)	-3%	-0.4%
O=C(NNC(=O)C(c1ccccc1)c1ccccc1)c1ccccc1Cl	5%	-2.8%
Cc1cccc(C(=O)Nc2sc3c(c2C(=O)N2CCN(C)CC2)CCC3)c1	6%	1.8%
O=C(Nc1ccc(Cl)cc1C(=O)N1CCOCC1)c1ccco1	-16%	9.3%
C(=N\Nc1nn[nH]n1)/c1ccc(OCc2ccccc2)cc1	1%	-1.4%
O=C1c2cccc3c(Cl)ccc(c23)C(=O)N1O	6%	1.4%
CCCCOc1ccc2c3c(cccc13)C(=O)c1ccccc1-2	-5%	88%
N#Cc1ccccc1CSc1nc(N2CCCCC2)nc(N2CCCCC2)n1	10%	-3.3%
COc1ccc(S(=O)(=O)N(CC(N)=O)Cc2ccccc2)cc1	4%	-0.7%
CC1CCN(C(=O)c2ccc(C(=O)N3CCC(C)CC3)cc2)CC1	-4%	0.5%
COc1ccccc1CNS(=O)(=O)c1c(C)noc1C	-3%	2.3%
O=C(Nc1cccc(OC(=O)c2cccnc2)c1)c1cccnc1	·	5.0%
COC(=O)c1c(NC(=O)Nc2ccc(Cl)cc2)sc(C)c1C	·	0.8%
The list continues:
SMILES	MKP-3 inhibition	Hsp70 inhibitors
Cc1ccc(N2CC(C(=O)OCC(=O)c3ccc(Br)cc3)CC2=O)c(C)c1 (centres undefined)	0%	-0.2%
O=C(CCC1CCCC1)Nc1nc(-c2ccc(F)cc2)cs1	4%	-4.4%
COC(=O)c1[nH]c2ccc(Br)cc2c1NC(=O)Oc1ccccc1	·	-3.7%
O=C(COc1ccc(Cl)cc1Br)NNC(=O)c1cccc(O)c1	2%	1.8%
O=C1CC(N(O)c2ccccc2)C(=O)N1c1cc(Cl)cc(Cl)c1 (centres undefined)	-6%	0.1%
O=C(CN1CCCCC1)Nc1nnc(-c2ccc([N+](=O)[O-])cc2)s1	·	1.1%
Cc1c(CCO)sc[n+]1CC(=O)OC12CC3CC(CC(C3)C1)C2	0%	0.1%
CC(=O)NCCCc1oc2ccc(O)cc2c1[N+](=O)[O-]	2%	-3.6%
Cc1cc(C)c2c(n1)nn1c(NCCCn3ccnc3)cc(C)nc21	-3%	0.2%
CCc1ccc2[nH]cc(C(=O)N3CCCCCC3)c(=O)c2c1	-2%	0.6%
C=CCOc1ccc(C(=O)NC(C)C2COc3ccccc3O2)cc1 (centres undefined)	1%	0.7%
CC(C)(C)c1cc(/C=N/Nc2ccc(C(F)(F)F)cn2)cc(C(C)(C)C)c1O	1%	1.3%
COc1cc(C=C2C(=O)N(C)C(=O)N(C)C2=O)cc(Br)c1OCc1ccccc1	7%	-1.4%
CCC(=O)Oc1ccc2c(C)cc(=O)oc2c1C(=O)c1ccccc1	-1%	0.6%
CSc1nnc(CNC(=O)c2ccccc2)n1-c1cccc(C)c1	-6%	1.3%
COc1ccc(OC)c(NC(=O)C2CCN(c3cc(-c4ccccc4)nc4ncnn34)CC2)c1	1%	4.6%
Cc1ccc(C(=O)N(CN2CCCC2=O)c2ccc(F)cc2)cc1	4%	-1.6%
Cc1ccc(-n2ncc3c(NCc4ccccn4)ncnc32)c(C)c1	5%	1.7%
Cc1ccc(NC(=O)CCC2CCCCC2)cc1Cl	1%	-3.8%
O=C(NCc1ccc2c(c1)OCO2)C(Cl)Cl	0%	0.9%
O=C1/C(=N\n2cnnc2)c2ccccc2N1Cc1ccccc1	0%	-2.6%
O=C(c1ccccc1F)N1CCN(c2ncccn2)CC1	·	6.9%
O=C(/C=C/c1ccc(-c2ccccc2Cl)o1)c1ccc2ccccc2c1	7%	-3.6%
CCCCCn1c(=O)[nH]c2cc(C(=O)N3CCN(CC)CC3)ccc2c1=O	·	-1.0%
O=C(Nc1ccccc1C(=O)N1CCCCC1)c1cccc(F)c1	3%	6.2%
Next structures
SMILES	MKP-3 inhibition	Hsp70 inhibitors
O=C(c1ccccc1)c1ccc(N2CCCC2)cc1	-11%	-0.4%
COc1cc2[nH]c(=O)n(Cc3ccc(C(=O)NCC4CCCO4)cc3)c(=O)c2cc1OC (centres undefined)	1%	1.8%
COc1ccccc1N1CCN(C(=O)CN(c2ccccc2C)S(C)(=O)=O)CC1	4%	6.8%
CCC(=O)N1c2ccc3ccccc3c2C2C=CCC2C1c1ccc(F)cc1 (centres undefined)	4%	0.0%
C=CCn1c(Cc2csc(N)n2)nnc1SCC(=O)Nc1ccccc1C(F)(F)F	·	-2.5%
Cn1c(=O)c2c(nc(CN3CCc4ccccc4C3)n2Cc2ccccc2F)n(C)c1=O	·	5.2%
COc1ccc(CCN2C(=O)CSC2c2ccc([N+](=O)[O-])cc2)cc1OC (centres undefined)	5%	-0.4%
CCN(CC)S(=O)(=O)c1cc(C(=O)Nc2ccc(C(=O)O)cc2)ccc1Cl	3%	0.6%
c1cnc(SCCOc2ccc3c(c2)CCC3)nc1	·	-4.5%
CCc1ccc(-c2nc(-c3ccccc3C)no2)cc1	0%	-1.6%
CC(C)c1nnc(NC(=O)CCC(=O)NCc2ccco2)s1	-4%	2.5%
COc1ccc2[nH]c3ccc(OC)cc3c2c1	-1%	-1.1%
CCOC(=O)c1c(NC(=O)C(Sc2ccccc2)c2ccccc2)sc(C(C)=O)c1C (centres undefined)	1%	-1.5%
O=c1[nH]c2ccsc2c(=O)n1-c1ccc(F)cc1	-4%	-1.6%
COc1ccc(CCNC(=O)c2cc(-c3cc(C)ccc3O)n[nH]2)cc1OC	·	-1.5%
O=C(c1cc2ccccc2oc1=O)N1CCN(C(=O)C2CCCO2)CC1 (centres undefined)	-7%	1.5%
COCCNC(=O)C(=O)Nc1cc(C)cc(C)c1	0%	-0.5%
CCC(=O)Oc1c(S(=O)(=O)c2ccc(C)cc2)c(C)nn1C(C)(C)C	5%	8.3%
CC(=O)CC(=O)NC1C2CC3CC(C2)CC1C3 (centres undefined)	2%&-1%	-2.3%&0.3%
CN(c1ccccc1C(=O)O)C1SC(=O)N(c2ccccc2)C1=O (centres undefined)	28%	40%
Cc1ccc(S(=O)(=O)C2(C(=O)N(C)C3CCCCC3)CC2)cc1	-10%	-1.1%
CC(C(=O)c1ccccc1)C(=O)c1ccccc1	3%	2.1%
NC(=O)c1cc(NC(=O)C(c2ccccc2)c2ccccc2)ccc1Cl	2%	1.9%
O=C(Nc1ncn[nH]1)c1c(Cl)ccc(Cl)c1Cl	2%	-2.3%
COc1ccc(-c2nn(-c3ccccc3)cc2C=O)cc1[N+](=O)[O-]	3%	-7.7%

Six records picked at random from those above:
SMILES	MKP-3 inhibition	Hsp70 inhibitors
c1cnc(SCCOc2ccc3c(c2)CCC3)nc1	·	-4.5%
CC(C(=O)c1ccccc1)C(=O)c1ccccc1	3%	2.1%
COc1ccc(-c2nn(-c3ccccc3)cc2C=O)cc1[N+](=O)[O-]	3%	-7.7%
COc1ccccc1N1CCN(C(=O)CN(c2ccccc2C)S(C)(=O)=O)CC1	4%	6.8%
CC(=O)CC(=O)NC1C2CC3CC(C2)CC1C3 (centres undefined)	2%&-1%	-2.3%&0.3%
COc1ccc(CCN2C(=O)CSC2c2ccc([N+](=O)[O-])cc2)cc1OC (centres undefined)	5%	-0.4%

Next section:
SMILES	MKP-3 inhibition	Hsp70 inhibitors
COc1ccc(NC(=O)c2cnccn2)cc1	0%	79%
COc1cc2[nH]c(=O)n(Cc3ccc(C(=O)NCCCN4CCC(C)CC4)cc3)c(=O)c2cc1OC	·	-3.0%
Cn1c(=O)c2c(nc(NCc3ccco3)n2C)n(C)c1=O	2%	3.9%
Cc1cccc(C=Nc2ccc(-c3nc4ccc(C)cc4s3)cc2)c1	-2%	-4.3%
Cn1c(SCC(=O)c2ccc(-c3ccccc3)cc2)nnc1-c1ccco1	5%	-11%
CCCSc1n[nH]c(NC(C)=O)n1	-2%	3.5%
CC(C)NC(=O)NC(=O)COC(=O)C1CCCN1C(=O)c1cccs1 (centres undefined)	·	-4.6%
O=C(CSc1ncn[nH]1)Nc1ccc(C(=O)O)cc1	2%	-3.4%
O=C(NCCNCCO)c1c(O)c2cccc3c2n(c1=O)CCC3	-13%	0.2%
COc1cc(CNc2cc(C)ccc2C)cc(OC)c1OC	-3%	0.3%
O=C(CCN1CCN(c2ccc(Cl)cc2)CC1)Nc1nccs1	·	-2.8%
CCCSc1nnc2c(n1)OC(c1cccn1C)N(C(C)=O)c1ccccc1-2 (centres undefined)	-2%	-1.5%
O=C(NC1(C(F)(F)F)C(=O)Nc2c1c(=O)[nH]c(=O)n2-c1ccc(F)cc1)c1cccnc1 (centres undefined)	·	-4.0%
CCOc1cc(NS(=O)(=O)CC)c(OCC)cc1NC(=O)c1ccco1	-9%	0.9%
Cc1cc(C)n2c(=S)[nH]nc2n1	-19%	1.4%
CC(=O)OC1C(OC(C)=O)N(C(C)=O)C(=O)N1C(C)=O (centres undefined)	0%	-4.0%
OC(COc1ccc2ccccc2c1)Cn1ccnc1 (centres undefined)	-10%	-2.4%
COc1cc(-c2n[nH]c(=O)o2)cc(OC)c1OC	-9%	-0.9%
